PKM2 act – PKM2 (human) enzyme activation | purified PKM2, Kinase-Glo ATP luminescence, activation; response scale: 0% is enzyme alone, no compound | Potency, µM (series often up to 57.5 µM), for the others: at the top dose activation, usual class: activators | 260,000 compounds, 0.34% hits | AID 1631; also: potency is read from the fitted curve at half-maximal effect; nearly all actives have a fitted effect of over 55% in size
Target sequence (P14618 whole entry, looked up): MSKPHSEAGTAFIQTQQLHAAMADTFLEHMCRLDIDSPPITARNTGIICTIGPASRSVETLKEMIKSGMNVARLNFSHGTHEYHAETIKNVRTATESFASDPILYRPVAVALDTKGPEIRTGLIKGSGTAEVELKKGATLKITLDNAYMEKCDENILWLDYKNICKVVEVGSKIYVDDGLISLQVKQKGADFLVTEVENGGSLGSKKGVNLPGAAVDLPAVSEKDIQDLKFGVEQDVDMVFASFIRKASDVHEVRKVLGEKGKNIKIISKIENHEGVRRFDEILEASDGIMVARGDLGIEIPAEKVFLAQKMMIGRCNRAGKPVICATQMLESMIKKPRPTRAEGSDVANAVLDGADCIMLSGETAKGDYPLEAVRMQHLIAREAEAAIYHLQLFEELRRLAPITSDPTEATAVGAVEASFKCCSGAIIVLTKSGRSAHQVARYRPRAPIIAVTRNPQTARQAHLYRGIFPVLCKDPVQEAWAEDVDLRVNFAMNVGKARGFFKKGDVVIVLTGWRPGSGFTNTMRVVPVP
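Purified hPK-M2 (>95%) run at intermediate activity with 0.1 mM ADP and 0.5 mM PEP in 50 mM imidazole pH 7.2, KCl, MgCl2; 1 h room temperature. ATP formed read by Kinase-Glo luminescence; normalized to uninhibited and no-enzyme controls.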
uPA surface inh – blocks generation of uPA at the cell surface | 330,000 compounds, 0.31% hits | AID 540303 | cell surface uPA generation assay, qHTS | Potency, µM (top dose mostly 38.3 µM), without a hit: at the top dose activity change, negative = inhibition, most hits filed as inhibitors; active = well fitted inhibition curve with a large enough effect; inconclusive = small, poorly fitted or top-dose-only effect; inactive = no such curve, though single readings can be large or run the other way; tested in mouse RAW 264.7 cells; also: potency is read from the fitted curve at half-maximal effect; nearly all actives have a fitted effect of over 55% in size
hERG WT inh – KCNH2 (human, wildtype) channel inhibition; Q12809; U2OS, BacMam KCNH2, thallium flux FluxOr; active compounds read low; AID 720551; 340,000 compounds, 0.37% hits; activity change, % at 1.84 µM;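 active = maximum activity change below -70%; inconclusive = maximum activity change between -70% and -50%; inactive = maximum activity change above -50%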
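U2OS cells were transduced with wild-type KCNH2 virus (2.03 x 10^8 / mL) for 4 h at room temperature, then cultured overnight at 37 C. Thallium flux was read with FluxOr dye. Rate constants were normalized to DMSO controls.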
GALK inhibitor – galactokinase (human) inhibition; Purified GALK, Kinase-Glo residual ATP luminescence; 270,000 compounds, 0.007% hits; Potency, µM (doses to about 57.5 µM), without a hit: at the top dose activity change, negative = inhibition, hits mostly inhibitors; AID 1868; P51570; also: potency is read from the fitted curve at half-maximal effect
Target sequence (P51570 whole entry, looked up): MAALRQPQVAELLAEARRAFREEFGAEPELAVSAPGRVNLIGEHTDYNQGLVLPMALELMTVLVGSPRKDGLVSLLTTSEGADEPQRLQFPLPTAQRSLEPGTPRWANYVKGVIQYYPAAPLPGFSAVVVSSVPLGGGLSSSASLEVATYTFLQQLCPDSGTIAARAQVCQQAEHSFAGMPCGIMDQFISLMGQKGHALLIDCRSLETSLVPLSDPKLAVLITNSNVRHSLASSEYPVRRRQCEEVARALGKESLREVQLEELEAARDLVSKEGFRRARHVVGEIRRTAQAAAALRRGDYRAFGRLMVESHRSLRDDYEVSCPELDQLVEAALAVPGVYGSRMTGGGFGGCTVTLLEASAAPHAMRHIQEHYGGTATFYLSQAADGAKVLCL
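GALK at 5 nM final was combined with compound, 35 uM ATP and 100 uM galactose in HEPES pH8.0 with MgCl2 and DTT. The reaction ran one hour at room temperature before luminescent ATP detection.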
B2AR arrestin – recruits beta-arrestin to the human beta2-adrenergic receptor; P07550; beta-arrestin recruitment to beta2AR, cell-based reporter; Potency, µM (top dose mostly 46.1 µM), for the others: at the highest dose activation, actives largely listed as activators; 330,000 compounds, 0.02% hits; AID 492947;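 also: potency is read from the fitted curve at half-maximal effect; 0% = DMSO controls and full agonism = EC100 isoproterenol or metaproterenol; nearly all actives have a fitted effect of over 65% in size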
Chronic BCR inh – blocks chronic active B-cell receptor signaling. 340,000 compounds, 0.05% hits. ABC-DLBCL IkBa-CBG/CBR reporter, luminescence ratio, 4 h. Potency, µM (titrated, usually from 46.1 µM), without a hit: at the highest dose ratio change, negative = lower green/red ratio, usual class: inhibitors. AID 493014; active = well fitted inhibition curve with a large enough effect in the signal ratio, with a control signal flat, not every such curve was filed as active; inconclusive = small, poorly fitted or top-dose-only effect, or effect the other way, or a change in a side signal; the % refers to the signal ratio;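 also: potency is read from the fitted curve at half-maximal effect; plate controls were basal doxycycline-induced cells for no effect and cells given 10 µM MG132 for full effect; MG132 reads +100%, hits lower the ratio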
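Compounds up to 46 uM were incubated four hours with TMD8 cells whose green CBG68 luciferase is fused to IkappaBalpha; red CBR luminescence normalised the signal, and concentration-effect curves were fitted to fusion, red and ratio data.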
USP2a block – USP2a (human) protease inhibition; USP2 core, Ub-CHOP2 coupled fluorogenic reporter, 485/531; Potency, µM (highest dose often 38.3 µM), for inactives: at the top dose activity change, negative = inhibition, hits mostly inhibitors; 330,000 compounds, 0.01% hits; AID 463254;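 also: potency is read from the fitted curve at half-maximal effect; plate controls were DMSO wells for no effect and full inhibition by NEM control for full effect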
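Deubiquitinase activity read as fluorescence (485/531 nm) after Ub-CHOP2 cleavage activates the enterokinase reporter on its substrate; USP2 core 10nM, Ub-CHOP2 and substrate 25nM each, 30min compound preincubation then 60min RT; data normalized to NEM, curves fitted.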
Eya2 phos inh – blocks the phosphatase activity of human Eya2 | O00167 | recombinant Eya2, OMFP fluorescence dephosphorylation (OMFP is methylfluorescein phosphate) | Potency, µM (series often up to 76.9 µM), for the others: top-dose activity, negative = inhibition, most hits filed as inhibitors | 330,000 compounds, 0.006% hits | AID 488837; also: potency is read from the fitted curve at half-maximal effect
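Eya2 (0.2 uM) preincubated 10 min at ambient with compound, then OMFP substrate added at 50 uM; 10 min reaction in 50 mM HEPES pH 7.5, 50 mM NaCl, 5 uM MgCl2, 0.05% BSA, 1 mM DTT. Fluorescence read at Ex 485/Em 525 nm.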
Giardia killer – kills Giardia lamblia; Giardia lamblia trophozoite viability; activity change, % at 7.66 µM, hits read low; 340,000 compounds, 0.15% hits; AID 540267; in the data active = activity change below about -80%; inconclusive = between about -30% and that limit;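 also: parasites exposed to compound for two days anaerobically before the ATP read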
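Anaerobic 48 hrs incubation at 37 deg C of 100 trophozoites/well with test compounds; ATPLite 1-Step luminescence, 15-30 min RT, reports cellular ATP as viability.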
KCNH2 3.1 block – inhibitors of human KCNH2 3.1 potassium channel isoform; U2OS KCNH2 3.1, thallium flux FluxOr; active compounds read low; AID 720553; activity change, % (tested at about 1.8 µM); 340,000 compounds, 0.95% hits;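 active = maximum activity change below -70%; inconclusive = maximum activity change from -70% to -50%; inactive = maximum activity change above -50%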;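 also: thallium influx rate constant from kinetic fluorescence after stimulation buffer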
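Thallium flux read-out: FluxOr dye with Red40 quencher in HBSS/HEPES, 45 min at RT. Rate constants from kinetic reads were normalized to positive and negative DMSO controls. Cells: U2OS virally expressing the 3.1 isoform.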
Coupling enz – inhibits coupling enzyme system, counter-screen for aldolase hits; AID 2472; activity change, negative = inhibition, % at 58.2 µM, hits read low; coupling enzyme system counterscreen, AmpLite Red fluorescence; 290,000 compounds, 0.67% hits; in the data active = activity change below about -30%
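Coupling enzymes only (glyceraldehyde-3-phosphate) + compound, at 57.5 uM final, 10 min RT; add substrate/coupling/AmpLite Red mix, 20 min RT; fluorescence ex 525/em 598 nm. Actives flag coupling-system interference.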
* marks the source's active call; other numbers are inactive results; i = inactive; ? = inconclusive; nt = not tested or not shown; [ ] = remark or other dose. Unless noted, calls follow the shape of the dose curve; as a rule, active = well fitted curve in the direction sought with a large enough effect; inconclusive = small, poorly fitted or top-dose-only effect, or another doubt; inactive = no such curve, though single readings can be large; an effect the other way counts as inactive or inconclusive. Unless noted, % is scaled to controls: 0 for no effect and ±100 for the full control effect. Compounds as they come (roughly 2.4% active in at least one column).

SMILES	Coupling enz	uPA surface inh	hERG WT inh	Chronic BCR inh	USP2a block	B2AR arrestin	KCNH2 3.1 block	PKM2 act	Giardia killer	GALK inhibitor	Eya2 phos inh
CCN(CC(=O)Nc1ccc(NC(C)=O)cc1)C(=O)c1oc2c(ccc3ccccc32)c1C	nt	0%	-7	0%	-1%	-0.1%	-3	nt	-20	nt	20%
Cc1ccc(S(=O)(=O)N2CCN(C(=O)CN3C(=O)NC(C)(c4ccc(Cl)cc4)C3=O)CC2)c(C)c1 (configuration not stated)	nt	?	9	?	6%	-0.3%	-2	nt	6	nt	-10%
COc1cccc(NC(=O)C2CCN(S(C)(=O)=O)CC2)c1	-4	9%	0	0%	-3%	-0.2%	10	-4%	-8	-3%	11%
Nc1ncc(N=Nc2cc(C(=O)O)ccc2Cl)s1	1	4%	-4	?	4%	0.5%	6	-19%	-6	5%	8%
CCNC(=S)NC1CC2CCCC(C1)N2CCc1ccccc1 (configuration not stated)	-4	12%	35	5%	0%	0.2%	-41	0%[11.5 µM]	5	-3%	-7%
CCCOc1ccc(S(=O)(=O)N2CCN(C)CC2)c2ccccc12	-6	0%	-3	1%	-1%	0.1%	-3	-4%	3	16%	nt
COc1ccccc1OCc1ccc(C(=O)NC2CCCCC2)o1	1	-1%	-1	-5%	2%	-1.1%	-18	nt	19	1%	-3%
CC(C)N1CCc2c(sc(NC(=S)NC(=O)c3ccccc3)c2C#N)C1	-39*	-1%	-5	?	3%	-0.1%	-10	14%	0	-2%	0%
CCOc1ccc2oc(=O)cc(CN3CCN(Cc4ccccc4)CC3)c2c1	0	1%	16	-1%	5%	0.2%	-41	-2%	30	-6%	18%
COc1cc(N)c(Cl)cc1C(=O)OCC(=O)NCc1cccs1	nt	9%	13	?	0%	0.0%	16	nt	11	nt	1%
Cn1c(COc2ccccc2)nnc1SCC(=O)Nc1ccc2c(c1)OCO2	4	-9%	5	-1%	3%	-0.1%	2	2%	18	0%	6%
Cc1ccc(NC(=S)NC(C)(C)C)c([N+](=O)[O-])c1	4	-3%	-2	4%	1%	3.2%	-3	1%	?	0%	-1%
COc1ccc(/C=C2\SC(=O)N(CCNC(=O)Cc3coc4cc(C)ccc34)C2=O)cc1OC	8	12%	21	-1%	1%	-0.3%	0	-7%	-8	1%	3%
CC(C)CN(C(=O)COC(=O)c1ccc([N+](=O)[O-])s1)c1c(N)n(Cc2ccccc2)c(=O)[nH]c1=O	nt	-3%	-2	8%	0%	-0.1%	-3	nt	-7	nt	-30%
CC(=O)Nc1ccc(NC(=O)C(C)OC(=O)c2ccc3ccccc3n2)cc1 (configuration not stated)	nt	13%	4	0%	0%	-0.1%	-2	nt	19	nt	-5%
O=C(CSc1nc2ccccc2n1CCc1ccccc1)c1ccc(O)c(O)c1	0	-12%	-17	1%	?	-0.3%	-4	28%	-1	-2%	5%
N#Cc1c(N2CCOCC2)nc(N)c2c(N)nc3c(c12)CC(CCl)O3 (configuration not stated)	-5	-4%	-4	?	1%	0.1%	-19	-3%	-1	4%	-5%
CCN(CC)S(=O)(=O)c1ccc2c(c1)nc(SC(C)C(N)=O)n2-c1ccc(OC)cc1 (configuration not stated)	-2	1%	1	?	-1%	0.0%	-1	-3%	3	-1%	15%
O=[N+]([O-])c1cccc2ccc(N3CCOCC3)nc12	-1	3%	0	?	3%	-3.3%	17	-6%	-1	-1%	-3%
Cc1cc(C)cc(C(=O)NCC(=O)OCC(=O)N2CCN(S(=O)(=O)c3ccc4ccccc4c3)CC2)c1	8	-6%	-4	0%	0%	-0.5%	5	?	-9	-3%	5%
COc1ccccc1CCNC(=O)C(=O)NCCC1CCCCN1S(=O)(=O)c1ccccc1 (configuration not stated)	nt	-9%	24	-16%	-3%	0.2%	14	nt	32[activator]	nt	-16%
O=C(NCCC1=CCCCC1)NC1CCCCC1	2	1%	-9	-16%	0%	0.3%	-9	-9%	-21	1%	2%
O=C(CCc1ccccc1)Nc1ccc(NC(=O)c2ccco2)nc1	2	-4%	-1	-2%	0%	-1.1%	-3	-18%	14	1%	-2%[15.4 µM]
Cc1ccc(S(=O)(=O)NC(=O)c2cc(C)n(-c3cc(S(=O)(=O)N4CCOCC4)ccc3N3CCCC3)c2C)cc1	8	nt	-11	?	3%	-1.8%	8	-5%	-4	-3%	1%
Cc1cccc(C)c1NC(=O)CC(C)c1ccccc1 (configuration not stated)	1	2%	-2	5%	-1%	0.4%	2	0%	14	6%	8%
O=c1c2ccccc2c(-c2n[nH]c(=S)o2)nn1Cc1ccccc1	10	-7%	nt	?	-1%	-0.5%	14	-5%	-1	1%	22%
Cc1ccc(CNC(=O)CN2C(=O)NC3(CCCC3)C2=O)cc1	nt	-1%	-8	4%	0%	3.0%	4	nt	16	nt	-15%
Nc1cc(Oc2ccc(Cl)cc2Cl)nc(N)n1	-6	0%	-5	?	0%	0.1%	25	4%[11.5 µM]	50[activator]	1%	-10%
CCCCCn1c(SCC(=O)OCC)nc2cc(C(=O)N3CCC(C(N)=O)CC3)ccc2c1=O	2	nt	7	0%	-1%	0.1%	-12	1%	-9	0%	18%
O=C(Cc1ccccc1)NCCS(=O)c1ccc(Cl)cc1 (configuration not stated)	0	-3%	-2	-6%	2%	0.2%	-4	-9%	1	-4%	3%
Cc1nc(C(=O)NCc2ccccc2)sc1C1(C)CC(c2cccc([N+](=O)[O-])c2)=NO1 (configuration not stated)	-1	1%	0	-2%	0%	0.0%	-22	-4%	4	2%	-2%
Cc1csc2nc(COC(=O)CNC(=O)c3ccc(Cl)cc3)cc(=O)n12	nt	18%	-11	3%	-1%	0.2%	-18	nt	10	nt	20%
CC(=O)Nc1cccc(C(=O)N/N=C/c2ccc(F)cc2)c1	0	-3%	-5	-12%	4%	-0.1%	-7	-7%	-3	3%	3%
O=C(/C=C/c1ccccc1)Nn1cnc2ccccc2c1=O	1	-17%	-7	?	11%	-0.7%	-23	0%	-20	1%	-4%
CC(=O)c1ccc(NC(=O)CN2CCCCCC2)cc1	3	1%	-2	10%	1%	-0.1%	-6	3%	0	16%	-17%
Nc1ccc(C2(c3ccc(N)cc3)OC(=O)c3ccccc32)cc1	9	0%	5	-1%	-1%	-0.4%	9	0%	1	-2%	-21%
C=CCNC(=O)/C(C#N)=C/c1c(N2CCCCCC2)nc2ccccn2c1=O	0	2%	9	?	-4%	0.4%	-28	nt	-26	nt	-19%
COc1ccc(CNCCNC(=O)c2nonc2N)cc1OC	-2	nt	42	3%	3%	-0.6%	1	-3%	-15	-1%	-25%
Cc1ccc2nc3c(cc2c1)CN(Cc1ccco1)C(=NCC1CCCO1)S3 (configuration not stated)	-3	-2%	5	3%	2%	0.2%	-10	?	-1	0%	9%
CCC(C)(C)C1CCC(=NNc2nc3ccccc3[nH]2)CC1 (configuration not stated)	-3	-10%	-20	-10%	1%	-0.3%	-2	-3%	?	4%	-12%
Cn1c(CNS(=O)(=O)c2cccc(Cl)c2)cc(=O)n(C)c1=O	nt	-2%	6	-8%	2%	0.0%	6	nt	26	-1%	-1%
O=S(=O)(Cc1ccccc1Cl)Nc1ccccn1	0	-13%	-6	-2%	-1%	-0.2%	4	-1%	-2	0%	-7%
OCCN(Cc1ccccc1)CC1CC2C=CC1C2 (configuration not stated)	0	nt	7	nt	nt	nt	-11	1%	19	-3%	nt
Cc1ccc2c(C(=O)CN3CCOCC3)c(C)[nH]c2c1	1	2%	0	8%	1%	0.1%	6	0%	6	-3%	-6%
O=C(CCCOc1ccc(Cl)cc1Cl)N/N=C/c1cccc([N+](=O)[O-])c1	-39*	10%	7	1%	3%	-0.2%	-17	4%	-19	-2%	3%
Cc1cccc(NC(=O)c2ccccc2Br)n1	-1	9%	-6	?	-1%	0.4%	-13	1%	17	2%	-3%
Cc1ccc(CNC(=O)CN2C(=O)NC(C)(c3ccc(Cl)cc3)C2=O)cc1 (configuration not stated)	1	-4%	-7	-7%	2%	-0.1%	8	nt	6	-1%	6%
CN(c1ccc(C(=O)NCc2ccc3c(c2)OCO3)cc1)S(=O)(=O)c1ccccc1	-1	-14%	i	1%	0%	-0.3%	-8	16µM*	-2	0%	-1%

Compound activity deposited in PubChem BioAssay by National Center for Advancing Translational Sciences (NCATS).
